Screening data deposited in PubChem BioAssay by Sanford-Burnham Center for Chemical Genomics.
Jurkat NFkB inh: lowers PMA/ionomycin-induced NF-kB signal in Jurkat cells; PMA/ionomycin-induced NF-kB luciferase reporter, luminescence; inhibition, % at 4 µM; actives 0.53% (n = 330,000); AID 435003; in the data active = inhibition above about 50%
CCR6 antag: blocks CCL20-driven beta-arrestin recruitment at human CCR6; CHO-K1 CCR6 PathHunter beta-arrestin, luminescence, CCL20-stimulated; P51684; actives 0.49% (n = 340,000); inhibition, % at 20 µM;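 active = compounds whose inhibition of the agonist-driven luminescence signal at 20 µM reaches about 50%, limit read from the data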;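 note: cells stimulated with CCL20 at 14 nM final; plate controls were DMSO with CCL20 for no effect and DMSO without agonist for full effect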
Target sequence (P51684 whole entry, looked up): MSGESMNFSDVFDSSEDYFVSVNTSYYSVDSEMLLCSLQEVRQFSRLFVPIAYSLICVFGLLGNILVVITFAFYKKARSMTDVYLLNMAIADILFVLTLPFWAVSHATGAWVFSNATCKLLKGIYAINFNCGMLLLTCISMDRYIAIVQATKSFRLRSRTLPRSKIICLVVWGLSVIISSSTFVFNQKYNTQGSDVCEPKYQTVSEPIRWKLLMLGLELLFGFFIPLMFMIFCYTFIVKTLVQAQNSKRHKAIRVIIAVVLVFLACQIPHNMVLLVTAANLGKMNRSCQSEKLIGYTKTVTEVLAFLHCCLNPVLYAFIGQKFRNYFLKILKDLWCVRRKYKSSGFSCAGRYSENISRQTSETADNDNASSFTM
Gli-Sufu antag: Gli-Sufu pathway antagonism; Sufu-KO-LIGHT fibroblasts, Gli luciferase reporter luminescence; inhibition, % at 5 µM; actives 0.74% (n = 340,000); AID 588413;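 active = inhibition above about 55%, limit read from the data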;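 note: 0% = DMSO-treated cells and 100% = wells with medium but no cells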
EBI2 block: blocks human EBI2 receptor beta-arrestin signaling. P32249. EBI2 beta-arrestin recruitment, luminescence, 7a,25-OHC stimulated. inhibition, % at 5 µM. actives 0.81% (n = 360,000). AID 651636; in the data active = inhibition above about 38%;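 note: enzyme fragment complementation signal reports receptor beta-arrestin coupling in cells; 0% = agonist plus DMSO wells and 100% = wells without agonist; some results beyond the cut were filed as inactive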
Target sequence (P32249 whole entry, looked up, the tested form may be a part): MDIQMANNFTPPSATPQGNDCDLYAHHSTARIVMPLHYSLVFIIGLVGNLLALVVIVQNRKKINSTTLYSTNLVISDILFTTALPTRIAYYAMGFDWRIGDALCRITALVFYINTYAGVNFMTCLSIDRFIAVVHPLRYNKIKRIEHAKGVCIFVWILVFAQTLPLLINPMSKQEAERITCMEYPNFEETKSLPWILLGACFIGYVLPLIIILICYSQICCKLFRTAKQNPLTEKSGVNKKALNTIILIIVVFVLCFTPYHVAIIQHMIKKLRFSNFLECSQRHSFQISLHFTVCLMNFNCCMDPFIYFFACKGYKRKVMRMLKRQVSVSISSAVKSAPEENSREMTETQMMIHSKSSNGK
CXCR6 block: blocks human CXCR6 beta-arrestin recruitment. actives 0.36% (n = 360,000). CHO-K1 PathHunter CXCR6 beta-arrestin, luminescence. inhibition, % at 20 µM. AID 602244. O00574; in the data active = inhibition above about 34%, passing the limit was not always enough;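 note: antagonist mode with CXCL16 agonist at 10 nM final; 0% = 10 nM CXCL16 with DMSO and 100% = unstimulated wells without agonist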
Target sequence (O00574 whole entry, looked up): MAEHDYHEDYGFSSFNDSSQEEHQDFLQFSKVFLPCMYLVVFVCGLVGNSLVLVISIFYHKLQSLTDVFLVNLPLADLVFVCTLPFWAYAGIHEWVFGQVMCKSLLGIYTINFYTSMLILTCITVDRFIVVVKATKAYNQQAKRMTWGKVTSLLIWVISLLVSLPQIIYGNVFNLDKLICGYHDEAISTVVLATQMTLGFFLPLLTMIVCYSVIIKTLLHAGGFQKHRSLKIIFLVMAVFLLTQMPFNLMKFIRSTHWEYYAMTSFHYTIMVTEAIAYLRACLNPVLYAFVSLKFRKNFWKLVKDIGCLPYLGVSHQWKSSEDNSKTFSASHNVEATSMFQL
Mdm2 MdmX PPI: human Mdm2/MdmX binding inhibition | O15151+Q00987 | SaOS-2 split-luciferase Mdm2/MdmX complementation, luminescence | inhibition, % at 8 µM | actives 3% (n = 330,000) | AID 485346;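 active = inhibition of at least 50% at 8 µM in the primary screen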
CHOP UPR activ: activators of apoptotic arm of unfolded protein response (CHOP); CHO-CHOP luciferase reporter, UPR activation, luminescence; percent of tunicamycin response over DMSO baseline; activation, % at 10 µM; actives 0.34% (n = 330,000); AID 449763;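 active = at 10 µM dose, activation of 40% or more, normalized to positive control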;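 note: 100% = tunicamycin at 10 µg/mL and 0% = DMSO alone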
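assay system = CHO CHOP reporter cells | amount = 500 CHO-CHOP cells per well | buffer or medium = F12 with 10% FBS | incubation = 16-18 h cell attachment, then 6 h compound exposure, 37 °C | detection = luminescence read with Steady-Glo | read-out = percent activation relative to tunicamycin control | controls = tunicamycin high control, DMSO low control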
697 NFkB inh: inhibitors of the PMA/ionomycin-induced NF-kB reporter in 697 B cells; 697 B-cell NF-kB luciferase reporter, 16 h; AID 435022; actives 0.33% (n = 330,000); inhibition, % at 4 µM; in the data active = inhibition above about 35%
XBP1 UPR activ: adaptive UPR (XBP1) activation | CHO-XBP1 luciferase reporter, IRE1-XBP1 UPR activation, luminescence; percent of tunicamycin response, DMSO as zero | activation, % at 20 µM | actives 0.33% (n = 330,000) | AID 463104;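 active = versus positive control, 20 µM dose yields 30% or more activation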;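 note: 100% = tunicamycin at 10 µg/mL and 0% = DMSO only wells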
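Material: CHO-XBP1 cells stably carrying IRE1-XBP1-driven luciferase reporter / Amount: 1000 cells per well / Compound: 20 µM, 1% DMSO / Times: 6 h treatment, 37 °C / Detection: luciferase luminescence / Measure: % activation of reporter signal versus tunicamycin and DMSO controls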
The depositor's hits bear a star; · = not tested or not shown.

SMILES	Jurkat NFkB inh	CCR6 antag	Gli-Sufu antag	EBI2 block	CXCR6 block	Mdm2 MdmX PPI	CHOP UPR activ	697 NFkB inh	XBP1 UPR activ
COc1ccccc1NC(=O)Cn1nc(Cc2cccnc2)c2ccccc2c1=O	-6	11	7	-2	2	-25	2.4	-25	-1
CCOc1ccc(N(CC(=O)Nc2c(C)cccc2C)S(=O)(=O)c2c(C)[nH]c(=O)[nH]c2=O)cc1	-6	2	-1	-15	-4	-4	9.1	1	3
Cc1noc(NS(=O)(=O)c2ccc(NC(=O)c3ccc(OC(C)C)cc3)cc2)c1C	6	3	-3	-8	0	5	0.5	-10	-2
Cn1ccnc1C(O)c1cc(C(C)(C)C)c(O)c(C(C)(C)C)c1 (stereo unspecified)	-9	-1	10	-6	-3	9	0.5	2	-5
Cc1cc(C=NCCCO)c(C)n1-c1cc(Cl)ccc1Cl	·	4	-12	-4	-7	·	·	·	·
CCOCCCNC(=O)C(NC(=O)Cc1cccs1)c1ccc(OC)cc1 (stereo unspecified)	-4	-10	-5	-11	3	-12	0.6	0	1
COc1cccc([C@@H]2CC=C(C(=O)O)[C@H](c3ccc(C)cc3)N2S(=O)(=O)c2ccc(C)cc2)c1	5	-11	6	-5	-3	21	1.1	8	0
Cc1cc(/C=C2\C(=N)N3N=C(C(C)C)SC3=NC2=O)c(C)n1-c1ccccc1	14	12	-3	10	13	30	-0.9	12	-3
COc1cc(S(=O)(=O)Nc2ccccc2C)ccc1NC(=O)c1ccncc1	13	2	7	1	-8	12	0.2	-7	-4
CCC(=O)/C=C1\Sc2ccc(OC)cc2N1CC	10	8	-1	1	-3	20	-2.2	-8	0
COCCCNC(=O)CN(c1ccc(Cl)c(Cl)c1)S(C)(=O)=O	6	-2	-1	-2	10	-6	-1.1	9	1
O=C(CCNC(=O)N1CCn2c1nc1ccccc12)NCc1ccccc1Cl	5	1	20	2	-2	11	-1.6	-7	-1
Cc1ccc(/C=C/C(=O)c2ccc([N+](=O)[O-])o2)cc1	16	-1	2	·	·	100*	189*	2	-4
O=C(Nc1cccc(Cl)c1)Nc1c[nH]c(=O)[nH]c1=O	9	12	-11	0	-1	23	0.2	10	-1
CN(Cc1ccccc1)C(=O)Cc1ccccc1	-8	8	-5	-8	-4	8	0.9	8	-5
Cc1ccc(NC(=O)CN(C)C(=O)Cn2ccsc2=N)cc1	8	14	-1	2	3	-6	-1.9	14	-2
CC(=O)c1cccc(NC(=O)COC(=O)C2CCCN2C(=O)c2cccs2)c1 (stereo unspecified)	-7	4	1	5	0	18	-0.8	-1	1
N#CC1=C(SCC(=O)Nc2ccccc2)NC(=O)CC1c1ccco1 (stereo unspecified)	3	-14	-59	-5	4	15	3.9	-18	2
COc1cc2c(cc1OC)/C(=C/c1ccc(Cl)cc1)C(=O)OC2	-6	4	6	-10	-3	10	-1.1	-20	5
CCN(CC)c1ccc(NC(=O)c2cc(OC)cc(OC)c2)c(C)c1	60*	1	46	-9	-11	50	0.1	-28	6
CCCCCCn1c(C(C)O)nc2ccccc21 (stereo unspecified)	-4	22	12	-3	-4	-17	0.5	-11	-1
COc1ccc(C(=O)Nc2n[nH]c(-c3ccncc3)n2)cc1	3	3	-6	-4	-9	-2	3.5	9	3
CCOc1cc(N2CCOCC2)c(OCC)cc1NC(=O)CSc1ncccc1C(=O)O	3	2	5	1	0	1	0.3	-6	-3
Cc1[nH][nH]c(=O)c1C(c1ccc(-c2ccc(F)cc2)o1)c1c(C)[nH][nH]c1=O	-8	3	3	10	-7	0	4.8	5	1
O=C(/C=C/c1cccc([N+](=O)[O-])c1)NCCSCc1ccccc1Cl	-6	16	-17	-10	-2	-2	-0.9	-1	-2
CC(C)(C)c1ccc(NC(=O)c2c(F)cccc2Cl)cc1	-61	1	-4	3	-6	-14	2.4	-61	-1
CCOC(=O)c1c(C)[nH]c(C(=O)N2CCN(c3ccc(OC)cc3)CC2)c1C	1	-9	-12	35	4	8	0.6	15	-2
OCCC1CN(Cc2ccc(-c3ccco3)cc2)CCN1Cc1ccsc1 (stereo unspecified)	15	9	10	6	2	-6	0.4	12	0
O=C1Nc2ccccc2/C1=C/c1ccnc2ccccc12	5	21	0	7	5	49	0.2	-5	3
O=C(COc1ccc(Br)cc1)NC(=S)Nc1ccccc1N1CCOCC1	9	22	-11	-8	-9	7	-1.8	5	-3
Nc1nccnc1C(=O)OCC(=O)NCCc1ccc(S(N)(=O)=O)cc1	6	0	-38	-3	-10	-9	-0.3	-4	-1
Cc1ccc(-n2nnnc2SCC(=O)NC(C(=O)O)(c2ccccc2)c2ccccc2)cc1C	8	5	3	-6	3	10	0.0	10	-1
Cc1ccc(/C=N/NC(=O)c2sccc2OCc2ccc(F)cc2)cc1	43	8	17	29	14	49	1.5	-57	14
Cc1ccc(Cl)cc1NC(=O)C(Cc1ccccc1)N1C(=O)C2C3CCC(C3)C2C1=O (stereo unspecified)	-1	14	5	5	2	8	1.1	3	-1
CC1CCc2c(sc(NC(=O)c3ccco3)c2C(=O)O)C1 (stereo unspecified)	-28	-2	-8	0	3	3	14	-64	10
CC(=O)Nc1ccc(NC(=S)NC(=O)c2oc3ccccc3c2C)cc1	0	38	-4	9	21	62*	0.9	13	1

At a glance, 2 of the compounds above:
SMILES	Jurkat NFkB inh	CCR6 antag	Gli-Sufu antag	EBI2 block	CXCR6 block	Mdm2 MdmX PPI	CHOP UPR activ	697 NFkB inh	XBP1 UPR activ
O=C(/C=C/c1cccc([N+](=O)[O-])c1)NCCSCc1ccccc1Cl	-6	16	-17	-10	-2	-2	-0.9	-1	-2
CC(C)(C)c1ccc(NC(=O)c2c(F)cccc2Cl)cc1	-61	1	-4	3	-6	-14	2.4	-61	-1

Marked active in Mdm2 MdmX PPI (from the list above):
Molecule,Jurkat NFkB inh,CCR6 antag,EBI2 block,CXCR6 block,Mdm2 MdmX PPI,697 NFkB inh,XBP1 UPR activ
Cc1ccc(/C=C/C(=O)c2ccc([N+](=O)[O-])o2)cc1,16,-1,·,·,100*,2,-4
CC(=O)Nc1ccc(NC(=S)NC(=O)c2oc3ccccc3c2C)cc1,0,38,9,21,62*,13,1

(continued)
SMILES	Jurkat NFkB inh	CCR6 antag	Gli-Sufu antag	EBI2 block	CXCR6 block	Mdm2 MdmX PPI	CHOP UPR activ	697 NFkB inh	XBP1 UPR activ
Cc1c(C(=O)O)sc2nc(/C=C/c3cccc(F)c3)[nH]c(=O)c12	-23	5	3	-6	1	-17	2.3	-3	-1
O=C(NCc1ccccc1)c1ccc2nnsc2c1	15	7	0	-2	2	9	-0.8	-2	-2
COc1ccc(CC(=O)N2CCCc3ccccc32)cc1OC	-14	-5	91*	6	1	5	0.1	-34	-1
Cc1cc(C)c2nc(N)sc2c1	-4	2	-9	-8	0	-9	-1.2	12	4
CCOC(=O)c1c(S(=O)(=O)Nc2ccc(CN3CCC(C)CC3)cc2)c(C)n(C)c1C	2	30	27	-7	17	-2	-0.2	1	-7
COC(=O)c1sccc1NC(=O)c1csc2c1CCCC2	-6	15	10	24	2	-21	1.7	16	4
Cc1nc(-c2ccc(C#N)cc2)cs1	9	-4	-4	-2	-1	-5	0.3	9	1
COc1ccc([N+](=O)[O-])cc1N1C(=O)c2cccc3cccc(c23)C1=O	-3	9	7	-7	-18	32	1.0	-1	1
CSc1ccc(CNC(=O)C(C)n2nc(C)c3c(C)n(-c4ccccc4)nc3c2=O)cc1 (stereo unspecified)	-1	26	-3	6	6	13	-1.1	8	-2
CCc1cc2c(NCc3ccco3)ncnc2s1	24	5	34	-13	2	28	0.7	-11	-1
C#CCOCCOCCOCCNc1nc(N2CCN(C(=O)CCCCCCCCCCNC(=O)[C@H]([C@@H](C)CC)n3cc(CCCCCN)nn3)CC2)nc(N2CCN(C(=O)CCCCCCCCCCNC(=O)[C@@H]([C@H](C)CC)n3cc(CCCCCN)nn3)CC2)n1	47	·	·	·	·	100*	8.6	-35	32*
COc1cc(OC)cc(C(=O)OCC(=O)Nc2cccc(C(C)=O)c2)c1	-46	11	-3	2	5	3	1.1	-22	-2
CC1(C(=O)NC2CCCCCCC2)CCC(=O)N1Cc1cccs1 (stereo unspecified)	-11	-6	3	2	-5	-26	-1.6	-3	0
CC(C)N(C(=S)Nc1cccc(S(=O)(=O)N(C)C)c1)c1ccccc1	-2	-4	55	-9	4	-2	-0.4	-9	-1
Cc1ccc2nc(SCC(=O)Nc3nonc3C)[nH]c2c1	-5	-13	-14	-3	6	5	-1.0	10	2
C[C@H](CO)N1C[C@H](C)[C@@H](CN(C)S(=O)(=O)c2ccc(F)cc2)Oc2ccc(NC(=O)Nc3ccc4c(c3)OCO4)cc2C1=O	-3	20	2	6	1	19	1.1	26	-1
O=C(Nc1ncc2c(n1)-c1ccccc1CC2)c1ccc(Cl)cc1	-6	22	3	-13	-11	1	0.2	23	-1
CCn1c(C)nc2cc(C(=O)NNC(=S)Nc3ccc(Cl)cc3)ccc21	-8	26	-15	-8	15	-20	-0.2	-6	-1
CCCN(CCC)CC(O)Cn1cc(/C=C/C(=O)c2cccs2)c2ccccc21 (stereo unspecified)	·	20	-11	-7	-4	·	·	·	·
COc1ccc(/C=N/NC(=O)c2cccnc2)cc1CN1CCOCC1	-3	-9	8	1	-7	-17	-1.4	12	0
Cc1sc2ccccc2c1CNC[C@H]1O[C@@H](n2cnc3c(N)ncnc32)[C@H](O)[C@@H]1O	12	-17	-20	-9	2	-2	1.4	-3	-1
Cc1ccc(NC(=O)c2c3c(nc4ccccc24)CCC3)cc1S(=O)(=O)N(C)C	-5	11	4	3	-1	14	-3.7	-6	-6
CCCCN(C(=O)CCNC(=O)NC12CC3CC(CC(C3)C1)C2)c1c(N)n(CCC)c(=O)[nH]c1=O	-2	8	-10	7	1	2	-1.0	24	0
CC(C)COc1ccc(CNC(=S)NCc2ccccc2)cc1	4	-2	2	12	8	-6	-0.1	-25	-2
COc1ccc(CNC(=O)CSc2cc(=O)n(C)c3ccccc23)cc1	-12	7	-2	-10	-11	3	-0.4	-23	0
CC(/C=N/N1CCN(c2ccc(C)cc2)CC1)=C\c1ccccc1	-18	6	2	2	-6	26	0.1	-2	-1
CC(C)CCNC(=O)C(c1ccco1)N(Cc1ccccc1)C(=O)c1snc(C(N)=O)c1N (stereo unspecified)	-3	7	-1	-27	7	5	0.3	13	-1
O=C(O)C1Sc2[nH]c(=O)sc2C2c3ccc(O)cc3OC(=O)C12 (stereo unspecified)	4	5	-1	4	1	-34	-1.8	9	0
COc1ccc2[nH]c3c(c2c1)CCN1C(=O)C(CC(=O)NCCCN(C)C)C[C@H](C(=O)N2CCCCC2)[C@@]31C (stereo partly specified)	·	3	-46	0	0	15	0.7	16	-2
COCCN(C(=O)COC(=O)CCOc1ccccc1C)c1c(N)n(Cc2ccccc2)c(=O)[nH]c1=O	-4	-7	-5	-1	1	12	-0.9	14	-3
Cc1cc(C)n2nc(C(=O)OCCOc3ccc(Br)cc3)nc2n1	1	0	2	-1	0	18	-0.2	8	-3
O=[N+]([O-])c1ccc(NCc2ccc(Cl)cc2)nc1	-2	28	-32	18	12	-3	1.1	-3	-2
O=C(CCS(=O)(=O)c1ccc(F)cc1)Nc1ccc(N2CCN(Cc3ccccc3)CC2)cc1	-10	11	19	-1	-3	-26	0.7	-3	-1
O=C(CSc1nnc(-c2cccnc2)n1CCc1ccccc1)NCc1ccccc1	-7	2	29	-7	-2	16	-2.7	11	-3
